BRCA1 expr up = qHTS Assay to Identify Small Molecule Activators of BRCA1 Expression. AID 624202, 2012. MCF7-BRCA1-FFLuc reporter, luminescence, 48 h; response scale: scaled: vehicle 0%, 10 µM genistein 100%. Potency, µM (doses to about 46.1 µM), for the others: at the top dose activation, actives largely listed as activators. 380,000 tested, 1.1% active; note: nearly all actives have a fitted effect of over 80% in size; some results filed as inactive show a strong effect at the top dose
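First, MCF7-BRCA1-FFLuc cells (2000/well) attach for 2 h; next, compounds are pin-added and incubated 48 h at 37 °C; finally, luciferase reagent is added and luminescence read after 15 min.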
FLuc modulator = qHTS profiling assay for firefly luciferase inhibitor/activator using purifed enzyme and Km concentrations of substrates (counterscreen for miR-21 project). purified FLuc, Km substrates, luminescence inhibition. Potency, µM (highest dose often 57.5 µM), inactives show at the top dose activity change, negative = inhibition, most hits filed as inhibitors. AID 588342, 2011. 360,000 tested, 6.9% active;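 note: plate controls were vehicle for no effect and reference inhibitor for full effect; nearly all actives have a fitted effect of over 55% in size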
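Biochemical qHTS of compounds, final roughly 60 µM downward over six points, against 10 nM purified firefly luciferase using Km concentrations of substrates (10 uM D-luciferin, 10 uM ATP) in Tris acetate pH 7.5 buffer; luminescence output.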
Rab9 prom act = qHTS Assay for Rab9 Promoter Activators; Huh7 Rab9 promoter-luciferase reporter, luminescence, 24 h; Potency, µM (highest dose often 9.22 µM), for inactives: at the highest dose activation, negative = inhibition, hits mostly activators; 320,000 tested, 2.8% active; note: % of control where 0% means no effect; nearly all actives have a fitted effect of over 60% in size
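Luminescence from Amplite-detected luciferase (10 minutes, ambient) reports Rab9 promoter activation. Before that, stable Rab9-luciferase Huh7 cells (1500/well, reduced-serum OP-MEM I plus 10% FBS) were exposed to compound for 24 hours at 37C.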
CXXC DNA block = qHTS Fluorescence Polarization Assay for Inhibitors of MLL CXXC domain - DNA interaction | Histone-lysine N-methyltransferase 2A (Homo sapiens), Q03164 | MLL-CXXC / FITC-HOXA9 DNA fluorescence polarization | Potency, µM (highest dose often 115 µM), inactives show at the top dose activity change, negative = inhibition, hits mostly inhibitors | 290,000 tested, 0.037% active | AID 2662, 2010; active = well fitted inhibition curve with a large enough effect in the polarisation, with a control signal flat, not every such curve was filed as active; inconclusive = small, poorly fitted or top-dose-only effect, or effect the other way, or a change in a side signal; inactive = no such curve, though single readings can be large or run the other way; the % refers to the polarisation
Target sequence (Q03164 whole entry, looked up, the tested form may be a part): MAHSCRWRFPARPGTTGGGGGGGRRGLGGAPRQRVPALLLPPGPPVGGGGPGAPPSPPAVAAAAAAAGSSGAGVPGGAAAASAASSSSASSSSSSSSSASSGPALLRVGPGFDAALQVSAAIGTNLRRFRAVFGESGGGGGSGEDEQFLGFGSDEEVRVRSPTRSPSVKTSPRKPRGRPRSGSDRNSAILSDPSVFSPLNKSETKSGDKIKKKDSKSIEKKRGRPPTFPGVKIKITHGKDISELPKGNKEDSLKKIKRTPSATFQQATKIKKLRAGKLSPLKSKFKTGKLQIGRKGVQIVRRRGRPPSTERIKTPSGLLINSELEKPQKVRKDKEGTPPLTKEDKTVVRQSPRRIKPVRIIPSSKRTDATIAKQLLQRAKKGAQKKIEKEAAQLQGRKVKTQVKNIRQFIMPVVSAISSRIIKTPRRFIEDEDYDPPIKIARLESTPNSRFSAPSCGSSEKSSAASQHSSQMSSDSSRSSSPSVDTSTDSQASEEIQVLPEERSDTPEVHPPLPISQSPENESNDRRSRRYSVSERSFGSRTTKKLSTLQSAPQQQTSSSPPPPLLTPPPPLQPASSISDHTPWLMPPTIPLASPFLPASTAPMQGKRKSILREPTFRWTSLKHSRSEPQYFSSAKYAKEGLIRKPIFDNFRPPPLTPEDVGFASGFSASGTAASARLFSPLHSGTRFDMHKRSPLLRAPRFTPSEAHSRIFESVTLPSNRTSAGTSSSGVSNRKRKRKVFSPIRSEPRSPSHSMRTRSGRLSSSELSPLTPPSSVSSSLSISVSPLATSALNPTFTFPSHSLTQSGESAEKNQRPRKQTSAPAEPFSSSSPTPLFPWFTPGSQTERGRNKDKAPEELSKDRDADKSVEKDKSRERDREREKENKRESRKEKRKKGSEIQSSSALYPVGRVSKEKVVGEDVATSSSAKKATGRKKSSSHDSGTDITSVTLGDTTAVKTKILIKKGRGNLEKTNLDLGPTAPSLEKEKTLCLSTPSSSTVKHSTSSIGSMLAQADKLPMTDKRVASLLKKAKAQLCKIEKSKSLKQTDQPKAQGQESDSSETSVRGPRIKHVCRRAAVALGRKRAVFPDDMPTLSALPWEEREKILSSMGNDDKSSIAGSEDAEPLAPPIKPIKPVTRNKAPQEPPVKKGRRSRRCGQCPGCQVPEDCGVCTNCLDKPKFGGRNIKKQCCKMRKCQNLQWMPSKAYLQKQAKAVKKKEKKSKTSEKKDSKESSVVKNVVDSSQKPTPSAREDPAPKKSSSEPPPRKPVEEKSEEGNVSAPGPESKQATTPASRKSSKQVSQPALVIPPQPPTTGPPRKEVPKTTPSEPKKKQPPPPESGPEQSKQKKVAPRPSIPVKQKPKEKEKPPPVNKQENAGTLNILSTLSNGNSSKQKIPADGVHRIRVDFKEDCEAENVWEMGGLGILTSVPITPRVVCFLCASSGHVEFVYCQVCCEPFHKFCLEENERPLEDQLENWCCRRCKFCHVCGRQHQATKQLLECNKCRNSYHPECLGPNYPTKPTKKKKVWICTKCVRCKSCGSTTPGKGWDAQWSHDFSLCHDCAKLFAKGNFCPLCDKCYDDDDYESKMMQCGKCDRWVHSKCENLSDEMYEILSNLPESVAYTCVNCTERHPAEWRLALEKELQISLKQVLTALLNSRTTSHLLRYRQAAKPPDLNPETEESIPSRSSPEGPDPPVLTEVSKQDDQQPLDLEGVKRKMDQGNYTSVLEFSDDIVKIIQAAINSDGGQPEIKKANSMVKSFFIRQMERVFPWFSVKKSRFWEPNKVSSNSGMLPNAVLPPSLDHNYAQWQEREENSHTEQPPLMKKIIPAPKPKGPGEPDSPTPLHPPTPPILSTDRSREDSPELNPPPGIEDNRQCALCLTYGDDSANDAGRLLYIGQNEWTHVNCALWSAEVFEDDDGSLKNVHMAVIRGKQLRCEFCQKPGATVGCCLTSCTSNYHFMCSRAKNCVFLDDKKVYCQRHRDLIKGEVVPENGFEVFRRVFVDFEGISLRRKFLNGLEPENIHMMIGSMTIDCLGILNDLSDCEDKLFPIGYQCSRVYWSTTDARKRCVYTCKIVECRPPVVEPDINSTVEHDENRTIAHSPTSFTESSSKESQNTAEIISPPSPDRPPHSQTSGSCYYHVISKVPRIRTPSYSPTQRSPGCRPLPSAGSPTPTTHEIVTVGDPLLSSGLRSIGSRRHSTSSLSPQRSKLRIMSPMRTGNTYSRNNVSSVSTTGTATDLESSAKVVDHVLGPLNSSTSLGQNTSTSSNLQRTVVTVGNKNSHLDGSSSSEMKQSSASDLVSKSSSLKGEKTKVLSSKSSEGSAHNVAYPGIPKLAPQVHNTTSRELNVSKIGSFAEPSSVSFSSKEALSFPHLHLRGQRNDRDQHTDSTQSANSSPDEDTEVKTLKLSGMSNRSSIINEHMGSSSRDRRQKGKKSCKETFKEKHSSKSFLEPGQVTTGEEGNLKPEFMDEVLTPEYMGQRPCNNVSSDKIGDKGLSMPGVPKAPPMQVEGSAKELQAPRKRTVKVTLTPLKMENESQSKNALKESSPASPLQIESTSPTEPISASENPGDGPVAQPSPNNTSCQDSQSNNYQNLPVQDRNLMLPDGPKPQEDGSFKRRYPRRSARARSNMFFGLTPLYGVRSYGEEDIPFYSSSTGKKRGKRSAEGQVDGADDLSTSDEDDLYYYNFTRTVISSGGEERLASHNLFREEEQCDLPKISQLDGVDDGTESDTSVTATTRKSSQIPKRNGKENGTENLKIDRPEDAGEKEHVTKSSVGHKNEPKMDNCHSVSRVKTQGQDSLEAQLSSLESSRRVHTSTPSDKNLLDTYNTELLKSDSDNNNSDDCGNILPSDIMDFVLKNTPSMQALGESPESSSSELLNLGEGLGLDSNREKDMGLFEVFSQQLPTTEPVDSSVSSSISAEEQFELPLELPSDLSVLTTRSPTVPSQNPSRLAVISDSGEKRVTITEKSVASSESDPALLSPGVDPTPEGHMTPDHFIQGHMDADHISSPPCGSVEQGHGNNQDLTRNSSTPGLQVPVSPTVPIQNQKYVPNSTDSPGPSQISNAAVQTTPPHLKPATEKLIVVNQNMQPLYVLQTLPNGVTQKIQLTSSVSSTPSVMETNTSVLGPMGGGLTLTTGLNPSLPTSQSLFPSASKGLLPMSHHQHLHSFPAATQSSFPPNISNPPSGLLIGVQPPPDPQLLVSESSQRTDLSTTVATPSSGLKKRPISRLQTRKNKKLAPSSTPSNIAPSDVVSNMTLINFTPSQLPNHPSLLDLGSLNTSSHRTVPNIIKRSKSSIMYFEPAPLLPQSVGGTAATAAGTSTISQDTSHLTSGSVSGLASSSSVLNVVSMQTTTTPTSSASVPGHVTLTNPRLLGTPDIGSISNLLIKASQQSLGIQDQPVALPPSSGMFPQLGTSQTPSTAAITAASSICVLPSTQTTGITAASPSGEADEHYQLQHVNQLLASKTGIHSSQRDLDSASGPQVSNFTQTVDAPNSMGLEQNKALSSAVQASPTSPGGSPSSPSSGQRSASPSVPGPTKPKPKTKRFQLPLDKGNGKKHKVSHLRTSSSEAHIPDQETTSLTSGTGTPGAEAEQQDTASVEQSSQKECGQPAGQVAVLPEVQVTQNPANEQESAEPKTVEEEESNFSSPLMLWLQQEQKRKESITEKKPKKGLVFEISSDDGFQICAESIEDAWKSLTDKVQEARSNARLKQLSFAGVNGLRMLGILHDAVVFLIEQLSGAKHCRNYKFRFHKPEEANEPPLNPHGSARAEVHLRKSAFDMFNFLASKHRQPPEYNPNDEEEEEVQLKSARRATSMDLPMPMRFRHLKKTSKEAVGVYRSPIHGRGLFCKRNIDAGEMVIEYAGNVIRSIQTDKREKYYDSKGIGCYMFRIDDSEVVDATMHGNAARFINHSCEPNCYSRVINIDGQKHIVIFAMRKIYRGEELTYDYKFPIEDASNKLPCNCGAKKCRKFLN
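Fluorescence polarization: 7 uM MLL-CXXC (stock) preincubated 5 min with compounds, then 50 nM fluorescein-HOX-A9 DNA (stock) added; 30 min ambient. Buffer 50 mM Tris-HCl pH 7.5, 50 mM NaCl, 1 mM DTT, 0.05% BSA.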
uPA generation = qHTS for Inhibitors of Cell Surface uPA Generation | 330,000 tested, 0.31% active | cell surface uPA generation assay, qHTS | Potency, µM (series often up to 38.3 µM), without a hit: top-dose activity change, negative = inhibition, most hits filed as inhibitors; active = well fitted inhibition curve with a large enough effect; inconclusive = small, poorly fitted or top-dose-only effect; inactive = no such curve, though single readings can be large or run the other way; tested in mouse RAW 264.7 cells; note: % is set by controls: 0 for no effect and ±100 for the full control effect; nearly all actives have a fitted effect of over 55% in size
RORg inh = qHTS for inhibitors of ROR gamma transcriptional activity; Nuclear receptor ROR-gamma (Mus musculus), P51450; Drosophila S2 Gal4-RORgamma UAS-luciferase reporter, 20 h; Potency, µM (series often up to 53.6 µM), without a hit: top-dose activity change, negative = inhibition, actives largely listed as inhibitors; 310,000 tested, 5.4% active; note: % is set by controls: 0 for no effect and ±100 for the full control effect; nearly all actives have a fitted effect of over 60% in size
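A Gal4/UAS one-hybrid system in insect cells: metallothionein-promoter Gal4–ROR gamma fusion plus Photinus luciferase reporter. Copper sulfate 700 uM final, 20 hr ambient incubation, luminescent detection after 10 min with reagent.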
MBNL1-CUG inh = qHTS Assay for Inhibitors of MBNL1-poly(CUG) RNA binding | 280,000 tested, 0.036% active | Muscleblind-like protein 1 (Homo sapiens), Q9NR56 | TR-FRET MBNL1-His/biotin-(CUG)12 binding, 665/545 ratio | Potency, µM (titrated, usually from 57.5 µM), without a hit: at the highest dose activity change, negative = inhibition, usual class: inhibitors | AID 2675, 2010; active = well fitted inhibition curve with a large enough effect in the signal ratio, with a control signal flat, not every such curve was filed as active; inconclusive = small, poorly fitted or top-dose-only effect, or effect the other way, or a change in a side signal; inactive = no such curve, though single readings can be large or run the other way; the % refers to the signal ratio; note: % is set by controls: 0 for no effect and ±100 for the full control effect
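His-tagged MBNL1 binding to biotinylated (CUG)12 RNA was measured by TR-FRET using terbium anti-His antibody (0.055 ng/ul final) and streptavidin-XL665 (5 nM final). Compounds were titrated 92 nM to 58 uM; 60 min at room temperature.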
Gal4-VP16 FLuc = VP16 counterscreen qHTS for inhibitors of ROR gamma transcriptional activity. AID 2546, 2010. Potency, µM (highest dose often 53.6 µM), for the others: at the top dose activity, negative = inhibition, hits mostly inhibitors. 310,000 tested, 3.5% active. Drosophila S2 Gal4-VP16 UAS-luciferase, luminescence, 20 h;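 note: Gal4-VP16 expression switched on by copper sulfate through the metallothionein promoter; % is set by controls: 0 for no effect and ±100 for the full control effect; nearly all actives have a fitted effect of over 50% in size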
NPC1 prom act = qHTS Assay for NPC1 Promoter Activators; 320,000 tested, 2.4% active; AID 485313, 2010; Potency, µM (top dose mostly 9.22 µM), for inactives: at the top dose activation, most hits filed as activators; Huh7 NPC1 promoter luciferase reporter, 24 h;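 note: % of control where 0% means no effect; nearly all actives have a fitted effect of over 60% in size; reporter is driven by a mutant NPC1 promoter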
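Luminescence read-out of NPC1 promoter-driven luciferase in stably transfected Huh7 cells; compounds delivered in DMSO and left 24 h at 37C, 5% CO2, qHTS titration format.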
ELG1 genotox = qHTS screen for small molecules that induce genotoxicity in human embryonic kidney (HEK293T) cells expressing luciferase-tagged ELG1; HEK293T ELG1-luciferase reporter, luminescence, 16 h; Potency, µM (highest dose often 46 µM), inactives show at the highest dose activity change, positive = activation, hits mostly activators; 330,000 tested, 1.3% active; note: % of control where 0% means no effect; nearly all actives have a fitted effect of over 60% in size
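Luminescence read-out: rising ELG1-luciferase signal, reflecting elevated ELG1 protein under genetic stress, flags genotoxic compounds. Cells were treated for 16 hr at 37 °C before ONE-Glo detection.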
p53 reactivation = qHTS assay for re-activators of p53 using a Luc reporter; 320,000 tested, 0.063% active; H1299 p53-A138V BP100-luciferase reporter, luminescence, 24 h; Potency, µM (top dose mostly 92.2 µM), without a hit: top-dose activity change, positive = activation, usual class: activators; note: % of control where 0% means no effect; nearly all actives have a fitted effect of over 45% in size
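H1299 (p53-null), stable ts p53-A138V + BP100-Luc; 1000 cells/well, Opti-MEM/10% FBS; cpd 4 pt, 1:5; 24 h, 37 deg C, 5% CO2; detection reagent 10 min RT; luminescence.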
Numbers without * were called inactive; ? = inconclusive; nt = no result given; [ ] = dose if it differs, or a comment. Unless noted, calls come from the whole dose curve; as a rule, active = well fitted curve in the direction sought with a large enough effect; inconclusive = small, poorly fitted or top-dose-only effect, or another doubt; inactive = no such curve, though single readings can be large; an effect the other way counts as inactive or inconclusive. Potency is the fitted concentration of half-maximal effect.

SMILES	BRCA1 expr up	FLuc modulator	Rab9 prom act	CXXC DNA block	uPA generation	RORg inh	MBNL1-CUG inh	Gal4-VP16 FLuc	NPC1 prom act	ELG1 genotox	p53 reactivation
CCCn1nc(C(=O)Nc2ccc(S(=O)(=O)Nc3nccs3)cc2)c2ccccc2c1=O	-18%	-1%	-1%	?	0%	26%	5%	2%	-2%	-1%	-10%
O=C(CNCc1ccco1)Nc1ccc(Oc2ccccc2)cc1	25%	1%	-2%	0%	8%	20%	-13%	0%	-1%	-11%	2%
N#Cc1c(N)n(CCOC(=O)c2cccc(Br)c2)c2nc3ccccc3nc12	-11%	3%	nt	2%	-2%	27%	0%	-9%	nt	nt	nt
O=C(C[n+]1cc(-c2ccccc2)n2c1CCC2)Nc1nc(-c2ccccc2)cs1	52%	-2%	17%	25%	0%	?	-3%	?	1%	0%	?
Cc1nc(SCCC(=O)O)c2cc(-c3ccccc3)sc2n1	-76%	0.67µM*	-12%	7%	-15%	0.89µM*	?	0.5µM*	-7%	15%	-7%
CC(=O)c1c(C(C)=O)c(C)n(NC(=O)c2ccccc2O)c1C	3%	1%	-2%	-8%	0%	7%	10%	-4%	1%	0%	1%
COC(=O)c1ccc(N=NN2CCOCC2)cc1	?	17µM*	?	9%	3%	16%	23%	11%	?	?	?
Cc1ccc(S(=O)(=O)N/N=C/c2ccc3nccnc3c2)cc1	-2%	-6%	-4%	-13%	-9%	32%	22%	2%	-1%	0%	-1%
Cc1cccc(NC(=O)Cc2coc3ccc4ccccc4c23)n1	1%	-10%	-3%	5%	-15%	-4%	-8%	14%	5%	-9%	-7%
O=C(CSc1nnc(-c2ccco2)o1)NC1CCCCCC1	8%	-1%	-6%	-4%	9%	21%	-1%	6%	6%	-1%	-1%
COC(=O)C1=C(C)Nc2ncnn2C1c1ccc(OC(=O)c2ccccc2)cc1 (configuration not stated)	-32%	-1%	-2%	6%	-2%	-20%	-16%	-5%	-2%	1%	-3%
COc1ccc(OC)c(/C=N/NC(=O)CNC(=O)c2cccc3ccccc23)c1	-7%	-2%	5%	3%	13%	15%	?	-6%	-4%	3%	21%
O=C(O)C(Cc1ccccc1)N1C(=O)/C(=C/c2cccs2)SC1=S (configuration not stated)	1%	?	-9%	-12%	2%	-13%	0%	30%	-3%	-1%	6%
CCOC(=O)c1cc(-c2ccncc2)nc2c1c(C)nn2C	-78%	0%	0%	1%	-12%	-8%	?	-22%	2%	7%	29%
CCOCCOC(=O)C1=C(C)NC(=O)NC1c1cc2c(cc1Br)OCO2 (configuration not stated)	-12%	0%	-2%	-2%	6%	-13%	-1%	-5%	0%	2%	?
Cc1ccc(Cl)cc1N1CCN(C(=O)CN(C2CCCCC2)S(C)(=O)=O)CC1	-34%	6%	-13%	2%	-7%	27%	0%	-2%	-7%	-5%	-13%
COc1ccc(OCC(=O)N/N=C/c2ccc(O[C@@H]3O[C@H](CO)[C@@H](O)[C@H](O)[C@H]3O)cc2)cc1	0%	1%	0%	-1%	-2%	-3%	6%	5%	0%	12%	0%
CC(C)c1ccc(N(C(=O)c2snc(C(N)=O)c2N)C(C(=O)NC2CCCC2)c2ccncc2)cc1 (configuration not stated)	-9%	7%	2%	0%	0%	32%	-1%	-22%	2%	-7%	4%
COC(=O)C1CN(C(=O)C(C)Oc2ccc(F)cc2)c2ccccc2O1 (configuration not stated)	-2%	1%	-5%	26%	6%	14%	0%	1%	-1%	0%	1%
CC(C)(C)c1ccc(NC(=O)COC(=O)CCc2nc3ccccc3c(=O)[nH]2)cc1	11%	-7%	-8%	7%	0%	?	-12%	-1%	-4%	-2%	7%
O=C(CSc1nc(C2CC2)nc2ccccc12)Nc1ccc2c(c1)OCCO2	-51%	1%	-2%	15%	nt	-23%	-6%	-18%	0%	-5%	2%
Cc1noc(C)c1S(=O)(=O)N(CC(=O)NCc1ccc(F)cc1)c1ccc(C(C)C)cc1	-21%	1%	-1%	-1%	-14%	-30%	1%	13%	-6%	1%	-1%
COc1ccc(-c2cc(-c3ccc(Br)cc3)nc3ncnn23)cc1OC	-29%	-4%	1%	-1%	4%	13%	?	-6%	0%	-3%	-1%
Cn1c(=O)c2c(ncn2CC(=O)N/N=C/c2ccc(Br)s2)n(C)c1=O	7%	0%	-5%	9%	4%	0%	25%	-9%	-5%	-3%	-12%
COc1ccc(NC(=O)COc2ccccc2)c(OC)c1	57%	19µM*	?	14%	-1%	31%	-6%	2%	?	18µM*	?
CC(C)C[C@H](NC(=O)C1CCC(CNC(=O)[C@@H]2CCCN2C(=O)OC(C)(C)C)CC1)C(=O)O (some centres not stated)	-4%	0%	3%	?	0%	-27%	2%	-1%	1%	2%	1%
CCC(=O)Nc1sc(C(=O)Nc2ccccc2)c(C)c1C(=O)OC	?	-2%	0.89µM*	3%	-17%	27%	1%	5%	0.79µM*	15%	-8%
COc1ccccc1-c1nnc2sc(-c3ccc(N(C)C)cc3)nn12	-77%	-9%	-22%	-1%	-5%	?	-3%	-17%	-13%	1%	16%
CCCn1cnc2cc(NCc3ccccc3O)ccc21	35%	?	6%	-3%	7%	2%	-2%	14%	11%	14%	12%
Cc1ccc(CNC(=O)CCS(=O)(=O)c2ccc(Br)s2)cc1	0%	-2%	0%	21%	1%	3%	-2%	3%	2%	2%	-5%
Cc1ccc(NC(=O)c2cc([N+](=O)[O-])ccc2Cl)c(O)c1	20%	2%	-2%	?	-9%	-3%	?	23%	15%	-2%	18%
COCc1cc(=O)n2[nH]cc(-c3ccsc3)c2n1	-12%	1%	0%	-5%	2%	16µM*	4%	?	-1%	-4%	0%
O=C(NC(Cc1ccccc1)C(=O)NCc1ccccn1)c1ccco1 (configuration not stated)	4%	-1%	-6%	-5%	4%	-35%	-13%	-4%	-1%	1%	-5%
Cc1cc(C(=O)COC(=O)c2ccc(Cl)c(S(N)(=O)=O)c2)c(C)n1CC1CCCO1 (configuration not stated)	11µM*	1.5µM*	0.71µM*	nt	-7%	nt	nt	nt	0.79µM*	?	19%
COc1cc(-n2c(=O)c3ccccc3n(Cc3ccccc3)c2=O)cc(OC)c1OC	6%	0%	-7%	44%[activator]	-3%	15%	-11%	2%	-3%	1%	-7%
COc1ccc2ccccc2c1/C=N/NC(=O)c1nnn(-c2nonc2N)c1C(C)C	-61%	3%	-4%	68%[activator]	-3%	?	5%	?	-15%	-10%	-2%
COc1ccccc1NC(=O)c1nn(-c2cccc(C(F)(F)F)c2)ccc1=O	15%	-2%	2%	-2%	14%	24%	3%	-15%	-3%	-1%	-2%
COc1ccc(C)c2sc(N3CCCC3)nc12	-18%	-11%	1%	-5%	-2%	5%	-5%	-11%	0%	-2%	6%
CC(=O)Nc1cccc(C(=O)NC2CCCc3c2cnn3-c2ccccc2F)c1 (configuration not stated)	-1%	-1%	-1%	-3%	4%	4%	-5%	0%	-2%	0%	1%
O=C(O)c1ccc(OCC(F)(F)F)nc1	2%	1%	5%	3%	2%	-34%	2%	-4%	15%	-1%	1%
CC1(C)CC[C@]2(C(=O)O)[C@H](O)C[C@]3(C)C(=CCC4[C@@]5(C)C[C@H](O)[C@H](O)[C@@](C)(CO)C5CC[C@]43C)[C@@H]2C1 (some centres not stated)	36%	1%	-3%	nt	4%	nt	nt	nt	-4%	-12%	-2%
COC(=O)c1ccccc1CCC(C)=O	-18%	5%	-5%	5%	-12%	-20%	-20%	-15%	-1%	0%	-53%[inhibitor]
Cc1cc(C(=O)OCC(=O)NCc2ccc3c(c2)OCO3)c2ccccc2n1	31%	?	3%	2%	-1%	6%	8%	-2%	-1%	0%	5%

Ordered by the number under CXXC DNA block (largest number first): some entries from above
smiles | BRCA1 expr up | Rab9 prom act | CXXC DNA block | uPA generation | MBNL1-CUG inh | NPC1 prom act | p53 reactivation
O=C(O)c1ccc(OCC(F)(F)F)nc1 | 2% | 5% | 3% | 2% | 2% | 15% | 1%
Cc1cc(C(=O)OCC(=O)NCc2ccc3c(c2)OCO3)c2ccccc2n1 | 31% | 3% | 2% | -1% | 8% | -1% | 5%
COCc1cc(=O)n2[nH]cc(-c3ccsc3)c2n1 | -12% | 0% | -5% | 2% | 4% | -1% | 0%

Only part of the results is shown, so the mix of outcomes need not match the whole.
